hIAP block – human IAP inhibition | P09923 | purified IAP, CDP-Star luminescence, 30 min | inhibition, % at 10 µM | hit rate 0.12% among 330,000;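 active = inhibition reaching a set limit with compound at 10 µM in the primary screen, cut at about 35% in these data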;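 note: plate controls were DMSO wells with enzyme for no effect and no-enzyme buffer wells for full effect; values of inactives mirror those of a sister screen read the other way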
Target sequence (P09923 whole entry, looked up): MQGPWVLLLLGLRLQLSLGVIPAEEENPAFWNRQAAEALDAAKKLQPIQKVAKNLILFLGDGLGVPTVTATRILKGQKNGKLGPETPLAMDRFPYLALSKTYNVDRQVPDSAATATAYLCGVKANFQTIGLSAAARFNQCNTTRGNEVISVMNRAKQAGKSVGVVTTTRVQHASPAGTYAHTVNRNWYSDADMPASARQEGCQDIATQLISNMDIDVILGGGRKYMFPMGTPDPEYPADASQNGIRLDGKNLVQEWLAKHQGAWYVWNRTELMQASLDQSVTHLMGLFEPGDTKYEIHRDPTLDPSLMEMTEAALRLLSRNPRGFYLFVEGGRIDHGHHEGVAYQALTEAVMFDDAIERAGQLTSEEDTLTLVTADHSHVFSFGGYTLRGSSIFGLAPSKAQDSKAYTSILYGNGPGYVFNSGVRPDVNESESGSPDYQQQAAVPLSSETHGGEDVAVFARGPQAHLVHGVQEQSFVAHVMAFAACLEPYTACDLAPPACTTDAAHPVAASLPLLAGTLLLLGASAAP
APOBEC3A inh – inhibitors of human APOBEC3A DNA deaminase | P31941 | recombinant A3A, FAM/TAMRA ssDNA deamination fluorescence | inhibition, % at 20 µM | hit rate 0.41% among 330,000;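 active = at least 40% inhibition at 20 µM here, with at most 30% in a related deaminase screen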;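 note: plate controls were A3A with DMSO for no effect and wells lacking A3A enzyme for full effect; some results filed as inactive read as strong as hits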
Target sequence (P31941 whole entry, looked up): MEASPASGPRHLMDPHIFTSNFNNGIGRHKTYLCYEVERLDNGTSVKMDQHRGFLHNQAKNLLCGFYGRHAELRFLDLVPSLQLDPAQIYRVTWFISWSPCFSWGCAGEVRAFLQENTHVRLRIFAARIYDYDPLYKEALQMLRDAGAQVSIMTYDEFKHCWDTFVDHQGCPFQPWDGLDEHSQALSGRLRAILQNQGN
hIAP activ – human IAP activation. purified human IAP, CDP-Star luminescence, 30 min; hits give high values; 1 = vehicle-only enzyme, 0 = enzyme-free background. activation factor at 10 µM. hit rate 0.16% among 330,000. AID 2524;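 active = activation factor of the enzyme at least 2-fold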; note: the source names both 10 and 20 µM as test concentration; values of inactives mirror those of a sister screen read the other way
SENP1 inh – blocks the human SENP1 SUMO protease catalytic domain; Q9P0U3; inhibition, % at 10 µM; recombinant SENP1 catalytic domain, CyPet-SUMO1-YPet FRET cleavage; AID 624204; hit rate 0.21% among 360,000;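 active = inhibition at least 30% at 10 µM, raw YFP signal under a set limit, fluorescence ratio 0.5 to 1.5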;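 note: 0% = enzyme with DMSO and 100% = no enzyme wells; some results filed as inactive read as strong as hits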
Target sequence (Q9P0U3 419-644 limits assumed): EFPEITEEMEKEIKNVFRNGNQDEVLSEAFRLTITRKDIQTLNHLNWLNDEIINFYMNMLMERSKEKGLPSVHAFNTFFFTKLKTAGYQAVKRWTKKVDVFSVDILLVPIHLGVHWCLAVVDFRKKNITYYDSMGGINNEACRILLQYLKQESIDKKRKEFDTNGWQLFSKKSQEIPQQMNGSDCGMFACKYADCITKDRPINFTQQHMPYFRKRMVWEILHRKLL
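Compound: 10 µM single point, 0.5% DMSO; Test system: hSENP1 catalytic domain, recombinant; Timing: 50 min reaction at room temperature; Technique: FRET, CFP and YFP emission; Control set: no-enzyme wells low, DMSO-plus-enzyme wells high control.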
beta cell repl – MIN6 beta-cell proliferation induction; proliferation, % at 10 µM; MIN6 cells proliferation, ATPlite luminescence, 48 h; cells starved in 0.2% serum; 100% = growth in 10% serum; hit rate 0.29% among 330,000; AID 2380;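 active = compounds whose signal lies at least 3.5 SD above the mean of all wells on their plate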;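 note: 0% = DMSO-treated cells in low-serum medium and 100% = 10% serum control; some compounds called inactive have numbers as strong as hits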
NALP3 yeast inh – NALP3 inhibition in yeast; Yeast reconstituted NLRP3/ASC/caspase-1, beta-gal luminescence, 24 h; inhibition, % at 10 µM; hit rate 0.39% among 330,000; AID 2825;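 active = inhibition of 50% or more; inactive = inhibition below 50%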;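 note: plate controls were induced DMSO wells for no effect and uninduced yeast grown without galactose for full effect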
APOBEC3G inh – inhibitors of human APOBEC3G DNA deaminase. Q9HC16. recombinant A3G, ssDNA deamination FAM/TAMRA fluorescence. inhibition, % at 20 µM. hit rate 0.28% among 330,000. AID 493012;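 active = inhibition of at least 40% at 20 µM, with no more than 30% in the related APOBEC3A deaminase screen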;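 note: plate controls were DMSO wells with A3G for no effect and wells lacking A3G enzyme for full effect; some compounds called inactive have numbers as strong as hits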
mIAP activ – mouse IAP activation | hit rate 0.24% among 330,000 | activation factor at 10 µM | AID 2805 | muIAP, CDP-Star luminescence, 30 min; hits give high values; 1 = vehicle-only enzyme signal, 0 = enzyme-free wells;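 active = activation factor of at least 2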; note: the source names both 10 and 20 µM as test concentration; values of inactives mirror those of a sister screen read the other way
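System: Mouse IAP enzyme | Also added: CDP-Star substrate | Dosing: Compounds dispensed in DMSO | Schedule: 30 min enzyme-substrate-compound incubation at room temperature | Technique: Chemiluminescence readout | Control set: DMSO-only wells and no-enzyme negative control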
mIAP block – mouse IAP inhibition; purified mouse IAP, CDP-Star luminescence, 30 min; inhibition, % at 10 µM; hit rate 0.2% among 330,000; AID 2806;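 active = inhibition of at least 40% at 10 µM in the primary screen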;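 note: plate controls were DMSO with enzyme for no effect and no enzyme wells for full effect; values of inactives mirror those of a sister screen read the other way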
* hit, by the source's call; · = no result given. Only part of the results is shown; count on the stated rates, not on these rows.

SMILES | hIAP block | APOBEC3A inh | hIAP activ | SENP1 inh | beta cell repl | NALP3 yeast inh | APOBEC3G inh | mIAP activ | mIAP block
NS(=O)(=O)c1ccc(CNC(=S)NC2CCCC2)cc1 | 1 | -2 | 0.99 | 3 | 0 | 4 | -8 | 1.1 | -10
CCSc1nnc(NC(=O)CSc2nnc(-c3c[nH]c4ccccc34)n2CC)s1 | 7 | -1 | 0.93 | 3 | -1 | 15 | -3 | 0.95 | 5
COc1ccc(Cl)cc1NC(=O)CSc1nc(C)cc(C)n1 | 6 | 0 | 0.94 | 3 | 0 | 21 | -2 | 1 | -4
Cc1ccc(NC2=CC(=O)CC(C)(C)C2)cc1C | 4 | -1 | 0.96 | -65 | -2 | 11 | -3 | 0.94 | 6
O=C(NNC(=O)c1ccccc1Cl)c1ccc2c(=O)n3c(nc2c1)CCC3 | -18 | -5 | 1.2 | 3 | 3 | 8 | -9 | 0.94 | 6
CCOc1ccccc1C1CC(=O)NC(SCC(=O)Nc2nccs2)=C1C#N (stereo not given) | -8 | -3 | 1.1 | 2 | 0 | -4 | -4 | 0.88 | 12
O=C(Nc1cccc(Cl)c1Cl)C1CCN(C(=O)c2cccs2)CC1 | 2 | -3 | 0.98 | 0 | 1 | 38 | -13 | 1.1 | -5
COc1ccccc1CNC(=O)CCCN1C(=O)COc2ccc(C)cc21 | 13 | -3 | 0.87 | 4 | 1 | 21 | -7 | 0.98 | 2
O=C1C2C3C=CC([C@@H]2C(=O)N1C1CC1)[C@H]1C(=O)N(C2CC2)C(=O)C31 (stereo not given in full) | -12 | 2 | 1.1 | 2 | -2 | 21 | -5 | 0.92 | 8
O=C(/C=C/c1ccc(S(=O)(=O)N2CCOCC2)cc1)NCc1ccccc1 | -56 | -2 | 1.6 | 0 | -1 | -4 | -6 | 0.99 | 1
CCCCS(=O)CC(COc1ccc(Cl)cc1)OC(=O)c1ccccc1 (stereo not given) | -7 | 0 | 1.1 | 2 | -3 | 6 | -2 | 1.1 | -8
COC(=O)c1cc(OC)c(OC)cc1NC(=O)c1ccc(C)cc1 | 10 | -3 | 0.9 | 3 | 1 | 8 | -9 | 1 | -5
NC(=O)c1nsc(C(=O)N(Cc2ccco2)C(C(=O)NC2CCCC2)c2ccc(O)cc2)c1N (stereo not given) | -37 | -2 | 1.4 | -8 | -1 | 12 | -8 | 0.94 | 6
COc1ccc(C2C(C#N)=C(SC)NC3=C2C(=O)CC(C)(C)C3)cc1 (stereo not given) | 0 | 1 | 1 | 0 | 0 | 7 | 1 | 1.1 | -6
COc1ccc(C(CNC(=O)Cc2ccccc2F)N2CCCCC2)cc1 (stereo not given) | 23 | 0 | 0.77 | 0 | -1 | 12 | 3 | 1.1 | -14
CCCC(=O)c1cc2c(cc1NC(=O)CC)OCCO2 | 5 | 1 | 0.95 | 0 | 0 | 8 | -2 | 1.1 | -9
CCCCOC(=O)CCn1[nH]c(=O)c2ccccc2c1=O | 2 | -2 | 0.97 | 2 | -4 | 0 | -1 | 0.87 | 13
CN1CCN(c2ccc(NC(=O)c3ccc(C#N)cc3F)cc2Cl)CC1 | -5 | -3 | 1.1 | 1 | -1 | 6 | -9 | 1 | 0
COc1ccc(C(C)NCCC(c2ccc(OC(C)C)cc2)c2ccccc2OC)cc1 (stereo not given) | -8 | -2 | 1.1 | -1 | -4 | 17 | -9 | 0.98 | 2
O=S(=O)(c1ccc(F)cc1)N1CCN(CCOc2ccccc2)CC1 | 5 | 3 | 0.95 | 4 | 2 | 7 | 17 | 0.94 | 6
N#Cc1ccc(C2=CC(=O)C[C@H](c3ccc(F)cc3)C2)cc1 | 0 | -3 | 0.99 | 2 | -1 | 12 | -6 | 1.1 | -11
Cc1ccc(-c2nnc(-c3ccc(Br)cc3)o2)o1 | -6 | -4 | 1.1 | 2 | -4 | 9 | -7 | 1 | -4
CC(C)[C@H](NC(=O)N1CC(=O)Nc2ccccc21)C(=O)Nc1nccs1 | -21 | -1 | 1.2 | -18 | -4 | -3 | -4 | 0.97 | 3
CCN(C(=O)c1cnc(N2CCN(c3ncccn3)CC2)c2ccccc12)c1cccc(Cl)c1 | -12 | -1 | 1.1 | 1 | -4 | 13 | -2 | 0.91 | 9
CC(C)NC(=O)c1ccc(COCC(F)(F)F)cc1 | -6 | 1 | 1.1 | 2 | 1 | 17 | 1 | 0.89 | 11
COc1cc(C(=O)NC23CC4CC(CC(C4)C2)C3)cc(OC)c1OC | -13 | -2 | 1.1 | 1 | 0 | 6 | -4 | 1 | 0
CCc1ccccc1NC(=O)CCC(=O)OCC(=O)c1ccc(-c2ccccc2)cc1 | -14 | -4 | 1.1 | 1 | -1 | 7 | -6 | 0.93 | 7
Cc1ccc(S(=O)(=O)N2CCN(C(=O)c3ccco3)CC2)cc1C | -4 | 2 | 1 | 3 | -3 | 7 | -1 | 1.1 | -12
O=[N+]([O-])c1cc(S(=O)(=O)Nc2ccc(Cl)cc2)ccc1N/N=C/c1ccncc1 | 20 | -4 | 0.8 | 6 | -1 | 1 | -6 | 0.85 | 15
O=S(=O)(N/N=C/c1ccccc1OCc1ccc(Cl)cc1)c1ccccc1 | 0 | 1 | 1 | 2 | -4 | 17 | -4 | 1 | -1
NC(Cc1ccc(O)c([N+](=O)[O-])c1)C(=O)O (stereo not given) | -11 | -5 | 1.1 | -1 | 0 | -2 | -8 | 0.95 | 5
COc1ccccc1N1CCN(C(c2cc3ccc(C)cc3[nH]c2=O)c2nnnn2C2CCCC2)CC1 (stereo not given) | 10 | 3 | 0.9 | -6 | 4 | -16 | -2 | 1 | -4
O=C(O)CC(Cc1ccccc1)C(=O)Nc1ccc([N+](=O)[O-])cc1 (stereo not given) | 7 | -3 | 0.93 | 2 | 6 | -3 | -5 | 1.1 | -15
O=C1CC(Sc2ncccn2)C(=O)N1c1ccccc1C(F)(F)F (stereo not given) | -6 | 2 | 1.1 | 2 | -3 | 1 | -2 | 1.2 | -15
CCOc1ccccc1CNC(=O)CCc1cn(C)c2ccccc12 | -11 | 2 | 1.1 | -1 | 6 | 18 | -8 | 1 | -2
CC(C)CCNC(=O)c1onc(CSc2ccccc2)c1C(=O)NCCC(C)C | 1 | 2 | 0.99 | 3 | -9 | 15 | -1 | 0.85 | 15
Cc1noc(C)c1S(=O)(=O)NCCc1ccc(S(N)(=O)=O)cc1 | -8 | -3 | 1.1 | -1 | -1 | -1 | -7 | 0.94 | 6
COc1ccc(NC(=O)CN(C)S(=O)(=O)c2ccc3c(c2)NC(=O)CS3)cc1 | -2 | -8 | 1 | -1 | -4 | 6 | -3 | 1.1 | -7
CCSc1nnc2c(n1)OC1(CCCC1)Nc1ccccc1-2 | 4 | 2 | 0.96 | 8 | 8 | 7 | 6 | 0.89 | 11
Cc1c(NC(=O)/C(=C/c2cccs2)c2cccs2)c(=O)n(-c2ccccc2)n1C | -10 | 7 | 1.1 | 1 | -1 | 0 | -4 | 0.99 | 1

Among those listed so far, these have an NH in an aromatic ring.
SMILES | hIAP block | APOBEC3A inh | hIAP activ | SENP1 inh | beta cell repl | NALP3 yeast inh | APOBEC3G inh | mIAP activ | mIAP block
CCSc1nnc(NC(=O)CSc2nnc(-c3c[nH]c4ccccc34)n2CC)s1 | 7 | -1 | 0.93 | 3 | -1 | 15 | -3 | 0.95 | 5
CCCCOC(=O)CCn1[nH]c(=O)c2ccccc2c1=O | 2 | -2 | 0.97 | 2 | -4 | 0 | -1 | 0.87 | 13
COc1ccccc1N1CCN(C(c2cc3ccc(C)cc3[nH]c2=O)c2nnnn2C2CCCC2)CC1 (stereo not given) | 10 | 3 | 0.9 | -6 | 4 | -16 | -2 | 1 | -4

New compounds follow.
SMILES | hIAP block | APOBEC3A inh | hIAP activ | SENP1 inh | beta cell repl | NALP3 yeast inh | APOBEC3G inh | mIAP activ | mIAP block
O=C(CSC1=NC(=O)C(Cc2ccccc2)C(=O)N1)Nc1ncc(Br)cc1Br (stereo not given) | -2 | -3 | 1 | 2 | -3 | 13 | -5 | 1.1 | -6
CCOC(=O)c1cnc(-n2nc(C)cc2C)nc1N(C)C | -22 | 4 | 1.2 | 4 | -4 | 5 | -1 | 1 | -1
CN(C)C(CNC(=O)c1cc(S(=O)(=O)N(C)c2ccc(F)cc2)ccc1Cl)c1ccco1 (stereo not given) | -4 | 1 | 1 | -4 | 3 | 11 | -2 | 1 | 0
CCn1cc([N+](=O)[O-])c(C(=O)N2N=C(c3ccc4ccccc4c3)CC2c2ccccc2O)n1 (stereo not given) | 0 | -3 | 1 | -1 | -3 | 11 | -6 | 0.89 | 11
CCCCN(C(=O)c1cc(CC)c(C)s1)c1c(N)n(CCC)c(=O)[nH]c1=O | -5 | 0 | 1.1 | -2 | 4 | 23 | -3 | 0.96 | 4
Nc1ncn(C2O[C@H](CO)[C@@H](O)[C@H]2O)c(=O)n1 (stereo not given in full) | -8 | 2 | 1.1 | · | -5 | 12 | -6 | 1.1 | -8
O=C(O)C(Cc1cc2ccccc2[nH]1)N1C(=O)C2CC=C(Cl)CC2C1=O (stereo not given) | -3 | -7 | 1 | 0 | 0 | 0 | -7 | 0.98 | 2
CC1=[N+]([O-])C(C)(C)CC(C)(C)c2ccccc21 | 10 | -1 | 0.9 | -1 | 0 | 4 | -3 | 1 | 0
O=C(Nc1ccc2nc(-c3cccs3)[nH]c2c1)c1cccs1 | -9 | 3 | 1.1 | -4 | -3 | -6 | 2 | 1 | -4
Cn1c(-c2ccsc2)c(-c2cccs2)c2cc(-c3ccc4[nH]ccc4c3)ccc21 | 3 | -5 | 0.97 | -3 | -7 | 10 | -11 | 1.1 | -6
CC(Oc1ccc(Cl)cc1)C(=O)NCC1CCCO1 (stereo not given) | 2 | -2 | 0.98 | 5 | -2 | 13 | -5 | 0.96 | 4
CCCCn1c(N)c(N(CC)C(=O)c2ccc3c(c2)S(=O)(=O)c2ccccc2C3=O)c(=O)[nH]c1=O | -20 | 4 | 1.2 | -5 | -1 | 16 | -5 | 0.82 | 18

An excerpt from above in order of heavy-atom count, smallest number first.
SMILES | hIAP block | APOBEC3A inh | hIAP activ | SENP1 inh | beta cell repl | NALP3 yeast inh | APOBEC3G inh | mIAP activ | mIAP block
Nc1ncn(C2O[C@H](CO)[C@@H](O)[C@H]2O)c(=O)n1 (stereo not given in full) | -8 | 2 | 1.1 | · | -5 | 12 | -6 | 1.1 | -8
CCCC(=O)c1cc2c(cc1NC(=O)CC)OCCO2 | 5 | 1 | 0.95 | 0 | 0 | 8 | -2 | 1.1 | -9
O=S(=O)(N/N=C/c1ccccc1OCc1ccc(Cl)cc1)c1ccccc1 | 0 | 1 | 1 | 2 | -4 | 17 | -4 | 1 | -1
CC(C)CCNC(=O)c1onc(CSc2ccccc2)c1C(=O)NCCC(C)C | 1 | 2 | 0.99 | 3 | -9 | 15 | -1 | 0.85 | 15
